Assay outcomes as filed in PubChem.
KCNK9 inh = human KCNK9 channel inhibition. Q9NPC2. HEK293 KCNK9, FluxOR thallium flux fluorescence; active compounds read low. B-score at 10 µM. 310,000 tested, 1.2% active. AID 488922;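 active = ratio B-score over 3 SD below the library mean, with starting fluorescence within 5 SD of its mean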;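 note: negative B-score means less thallium flux so channel inhibition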
KCNK3 inh = human KCNK3 channel inhibition, primary screen; O14649; CHO-KCNK3 thallium flux, FluxOR fluorescence; active compounds read low; B-score at 10 µM; 340,000 tested, 0.84% active;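 active = B-score under library mean minus 4 SD, starting fluorescence ratio at most library mean plus 5 SD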;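 note: more negative B-score means stronger inhibition of thallium flux through KCNK3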
HDAC3 inh = blocks human histone deacetylase 3. O15379. recombinant HDAC3, fluorogenic peptide/trypsin coupled, fluorescence. inhibition, % at 8.3 µM. 320,000 tested, 0.15% active; in the data active = inhibition above about 26%, passing the limit was not always enough
TRPC4 agonist = activators of mouse TRPC4 channel | HEK293 TRPC4beta/mu-opioid, Fluo4 calcium fluorescence; active compounds read high | B-score at 10 µM | 310,000 tested, 0.49% active;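 active = B-score above 5 SD of library B-scores, and initial fluorescence ratio not above library mean plus 5 SD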;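 note: positive B-score marks a calcium rise read as TRPC4 activation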
Target sequence (Q9QUQ5 whole entry, looked up): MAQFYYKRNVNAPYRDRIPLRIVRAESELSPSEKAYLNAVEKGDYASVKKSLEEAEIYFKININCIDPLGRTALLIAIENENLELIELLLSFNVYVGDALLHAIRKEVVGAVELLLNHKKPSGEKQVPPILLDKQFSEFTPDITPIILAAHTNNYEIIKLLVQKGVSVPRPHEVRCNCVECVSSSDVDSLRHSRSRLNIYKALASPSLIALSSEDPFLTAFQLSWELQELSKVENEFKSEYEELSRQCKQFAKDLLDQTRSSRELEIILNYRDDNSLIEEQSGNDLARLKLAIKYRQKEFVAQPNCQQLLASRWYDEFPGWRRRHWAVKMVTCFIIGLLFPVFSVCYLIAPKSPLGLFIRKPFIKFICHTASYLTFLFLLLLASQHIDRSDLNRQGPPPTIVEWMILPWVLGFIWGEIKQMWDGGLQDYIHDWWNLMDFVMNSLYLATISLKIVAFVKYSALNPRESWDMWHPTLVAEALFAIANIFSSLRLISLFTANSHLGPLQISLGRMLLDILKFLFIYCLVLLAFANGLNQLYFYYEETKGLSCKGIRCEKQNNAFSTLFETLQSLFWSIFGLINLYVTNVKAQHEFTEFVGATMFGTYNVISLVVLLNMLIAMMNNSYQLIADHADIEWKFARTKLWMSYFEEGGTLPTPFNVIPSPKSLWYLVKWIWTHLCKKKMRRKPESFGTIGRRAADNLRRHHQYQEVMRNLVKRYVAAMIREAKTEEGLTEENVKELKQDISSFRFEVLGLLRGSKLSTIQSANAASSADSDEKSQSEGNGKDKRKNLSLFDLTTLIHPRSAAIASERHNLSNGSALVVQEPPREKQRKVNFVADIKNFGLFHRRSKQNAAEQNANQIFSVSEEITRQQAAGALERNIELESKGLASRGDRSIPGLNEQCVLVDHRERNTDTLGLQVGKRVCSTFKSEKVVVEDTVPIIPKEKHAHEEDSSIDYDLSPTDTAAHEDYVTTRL
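Assay system – TRPC4beta and mu-opioid receptor HEK293 stable cells · Measured by – Fluo4 fluorescence, kinetic · Schedule – dye loading 45 min room temperature, 110 s kinetic read · Read-out – B-scored integrated calcium fluorescence ratio · Controls – buffer and maximal DAMGO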
hERG protect = hERG (human) protection from proarrhythmic block. Q12809. CHO-hERG, FluxOR thallium flux, dofetilide IC70 present. activation (rescue from dofetilide block), less the hit threshold, % at 10 µM. 310,000 tested, 0.51% active;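 active = activation above the mean of controls blocked by dofetilide plus 5 SD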;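 note: thallium influx through hERG after potassium depolarization seen as dye fluorescence rise; in these data hits start at about 4.7%; inactives centre near -7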
Dyrk1A ADPGlo = blocks rat Dyrk1A kinase activity; inhibition, % at 12.5 µM; Q63470; ADP-Glo luminescence, NFATc1 peptide; 310,000 tested, 0.43% active; in the data active = inhibition above about 50%;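 note: plate controls were vehicle with enzyme for no effect and no enzyme for full effect; many of its hits are not listed in these tables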
KCNQ1 pot = potentiators or activators of human KCNQ1 potassium channel | P51787 | CHO-K1 KCNQ1, thallium flux FluxOR fluorescence; active compounds read high | 310,000 tested, 0.35% active | B-score at 10 µM;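 active = fluorescence ratio B-score, a plate-corrected score, at least three library SD, with initial intensity B-score within 5 SD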
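Test system: CHO-K1 cells stably expressing KCNQ1 / Medium: assay buffer / Also added: depolarizing K+/Tl+ stimulus, K2SO4 and Tl2SO4 each 12.5 mM in 5x stock / Incubation: 90 min dye loading and 20 min compound exposure, both at room temperature / Signal: thallium influx via FluxOR fluorescence, kinetic imaging / Evaluation: B score of baseline-normalized fluorescence ratio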
KCNQ1 inh = human KCNQ1 channel inhibition; 310,000 tested, 1.3% active; B-score at 10 µM; P51787; AID 2642; CHO-K1 KCNQ1, FluxOR thallium flux fluorescence; active compounds read high;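 active = compounds whose thallium flux B-score, printed positive for inhibition, exceeds three library SD while starting fluorescence stays within three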;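 note: channel opened by potassium depolarization with thallium stimulus after 20 min compound exposure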
TRPC4 PAM = TRPC4 (mouse) allosteric potentiation | HEK293 TRPC4beta/mu-opioid, DAMGO EC20, Fluo-4 Ca2+ flux; active compounds read high | 310,000 tested, 0.42% active | AID 2227 | B-score at 10 µM | Q9QUQ5;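 active = B-score of calcium response area above 5 SD of library B-scores, with initial fluorescence ratio within 5 SD of library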;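 note: B-score of integrated fluorescence ratio over time as area under calcium response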
TMEM16A inh = mouse TMEM16A channel inhibition, primary screen. Q8BHY3. HEK293 TMEM16A/YFP iodide influx fluorescence, ionomycin. 310,000 tested, 1.2% active. normalized B-score (activity score, 25-100; higher = stronger inhibition) at 10 µM;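 active = ratio plate-corrected score three or more library SD toward inhibition, starting fluorescence score within five deviations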;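 note: score derived from kinetic fluorescence span divided by baseline fluorescence per well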
TMEM16A act = activates or potentiates the mouse TMEM16A chloride channel; B-score at 10 µM; HEK293 TMEM16A/YFP-H148Q/I152L, iodide quench fluorescence; active compounds read low; 340,000 tested, 0.3% active; Q8BHY3;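 active = fluorescence-ratio B-score plate-corrected deviation score at least 3 library SD below zero, with starting fluorescence score within 5 deviations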;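 note: channel opened by trigger with iodide after compound preincubation; score built on the fluorescence ratio of max minus min over baseline; more negative score means more quench and so TMEM16A activation or potentiation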
* = called active by the depositor; i = inactive; · = no result given. Not all compounds are listed. The share of hits here may be higher or lower than overall.

Sequence of screens: KCNK3 inh	TRPC4 agonist	TMEM16A inh	TRPC4 PAM	KCNK9 inh	TMEM16A act	KCNQ1 pot	hERG protect	Dyrk1A ADPGlo	KCNQ1 inh	HDAC3 inh
CCOC(=O)C1(Cc2ccccc2)CCN(Cc2cn(CC(=O)OC)c3ccccc23)CC1
  i	i	i	i	i	i	i	-8	7	i	·
CC(C)Cc1cc(CNC(=O)C2CCC(=O)N(CCc3cccc(F)c3)C2)on1 (stereo not drawn)
  i	i	i	i	i	i	i	-5	·	i	-7
CCOC(=O)C(=O)N1CCN(c2nc(-c3ccc(Cl)cc3)cs2)CC1
  i	i	i	i	i	i	i	-7	14	i	11
CC(=O)c1ccc(NS(=O)(=O)c2c(C)cc(C)cc2C)cc1
  i	i	i	i	i	i	i	-5	0	i	-16
COc1ccc(NC(=O)/C(C#N)=C/c2ccc(OCc3ccccc3F)cc2)cc1
  i	i	i	i	i	i	i	-7	-5	i	-3
Cc1cc(N2CCOCC2)cc(C)[n+]1[O-]
  i	i	25*	i	i	i	i	-10	3	i	2
O=C(N/N=C/c1coc2ccccc2c1=O)c1cc(Br)c(O)c(Br)c1
  i	i	i	i	i	i	i	-30	17	8*	46*
Cc1ccc(N(CC(=O)NCCc2ccc(F)cc2)S(=O)(=O)c2ccc(Cl)c([N+](=O)[O-])c2)c(C)c1
  i	i	i	i	i	i	i	-1	-5	i	10
COc1cccc(C2CCCN2Cc2nc(CCC(C)C)no2)c1 (stereo not drawn)
  i	i	i	i	i	i	i	-15	-4	i	3
CCN(CCCNC(=O)c1ccc(N2CCCC2=O)cc1)c1cccc(C)c1
  i	i	i	i	i	i	i	-8	-6	i	-1
CN(C)/C=N/c1ncc(C(=O)c2ccc(Cl)cc2)s1
  i	i	i	i	i	i	i	-5	-9	i	-1
N/C(=N\OC(=O)Cc1ccccc1[N+](=O)[O-])c1cccc(Br)c1
  i	i	i	i	i	i	i	-20	3	i	-5
CSC1=NC(=O)/C(=C\c2cccc3ccccc23)S1
  i	i	i	i	i	i	i	-2	·	i	1
CCCCn1c2c(c(=O)n(C)c1=O)C(c1ccc(OC)cc1)N1CCCCCC1=N2 (stereo not drawn)
  i	i	i	i	i	i	i	-20	3	i	0
CC(=O)C1=C(C)OC(N)=C(C#N)C1c1cccc2ccccc12 (stereo not drawn)
  i	i	i	i	i	i	i	-14	3	i	1
O=C(OCCN1CCOCC1)C(c1ccccc1)c1ccccc1
  i	i	i	i	i	i	i	3	15	i	-1
CC1(C)CC(=O)c2cc3c(nc2C1)CC(C)(C)CC3=O
  i	i	i	i	i	i	i	0	-3	i	-1
COc1ccc(CCNC(=O)C2CC3Cn4c(nc5ccccc54)C3N2C)cc1 (stereo not drawn)
  i	i	i	i	i	i	i	-8	9	i	2
CN(C(=O)c1ccco1)c1nc(-c2ccc(F)cc2)cs1
  i	i	i	i	i	i	i	-4	11	i	1
Cc1cccc(CSc2nc3[nH]ncc3c(=O)[nH]2)c1
  i	i	i	i	i	i	i	-6	-2	i	0
O=C(N/N=C\c1ccc[nH]1)C1COc2ccccc2O1 (stereo not drawn)
  i	51*	i	i	i	i	i	-4	·	i	5
Cc1sc2nc(CN3CCOCC3)nc(Cl)c2c1C
  i	i	i	i	i	i	i	-7	-2	i	2
O=C(CN1CCN(C(=O)c2c(F)cccc2F)CC1)Nc1ccccc1F
  i	·	i	·	·	i	·	·	-4	·	8
O=C(N/N=C\CCc1ccccc1)c1ccco1
  i	i	i	i	i	i	i	-6	-2	i	-2
COc1cc(/C=C/[N+](=O)[O-])ccc1OC(=O)c1cc2ccccc2oc1=O
  i	i	i	i	i	i	i	-5	3	i	3
Cc1ccc(S(=O)(=O)NC(C)(C)CN2CCNCC2)cc1
  i	i	i	i	i	i	i	-7	4	i	3
COCc1cc(C)nc(SCC[N+](C)(C)CC(=O)Nc2cccc(C)c2)c1C#N
  i	i	i	i	i	i	i	-21	1	i	-2
Cc1ccn(CCC(=O)NC2CCCc3c2cnn3-c2cccc(C)c2C)n1 (stereo not drawn)
  i	i	i	i	i	i	i	-8	-7	i	2
CC1CCN(C(=O)CC(NC(=O)c2ccccc2Cl)c2ccccc2)CC1 (stereo not drawn)
  i	i	i	i	i	i	i	-8	-9	i	3
COc1cccc(CNCCc2c[nH]c3ccccc23)c1OCc1ccc(F)cc1
  i	i	i	i	i	i	i	-16	2	i	1
CCn1ncc([N+](=O)[O-])c1C(=O)NC1CCCCC1
  i	i	i	i	i	i	i	-5	-6	i	-18
O=C(CCS(=O)(=O)c1ccc(F)cc1)Nc1nnc(-c2ccc(F)cc2)o1
  i	i	i	i	i	i	i	-10	5	i	0
Cc1ccc(-n2ncc3c(NCCCn4ccnc4)ncnc32)c(C)c1
  i	i	i	i	i	i	i	-11	2	i	1
COc1ccccc1N1C(=O)S/C(=C\c2ccc(C)s2)C1=O
  i	i	i	i	i	i	i	4.8*	·	i	3
CC(OC(=O)CCCC(=O)Nc1ccccc1)C(=O)c1ccccc1 (stereo not drawn)
  i	i	i	i	i	i	i	-3	-1	i	-4
Cc1c(OC(C(=O)O)c2ccccc2)ccc2c(-c3ccccc3)cc(=O)oc12 (stereo not drawn)
  i	i	i	i	i	i	i	3	-1	i	0
COc1ccc(C(=O)N2CCN(c3ccc(C)c(C)c3)CC2)cc1OC
  i	i	i	i	i	i	i	-5	-3	i	-2
FC(F)(F)c1cccc(NC(=S)Nc2ccc(Cl)cc2Cl)c1
  i	i	100*	i	i	i	i	-12	-4	i	2
CCC1CO/C(=C(\C(Cl)=C(Cl)Cl)[N+](=O)[O-])N1 (stereo not drawn)
  i	i	i	i	i	i	i	-7	1	i	9
CC(=O)Oc1ccc(-c2nc3c(C)cccc3c(=O)o2)cc1
  i	i	i	i	i	i	i	-8	-3	i	1
NC(=O)c1ccsc1NC(=O)COC(=O)c1cc(=O)[nH]c2ccccc12
  i	i	i	i	i	i	i	-20	7	i	-2
CCOC(=O)c1cccc(C(=O)Nc2nc3ccc(OC)cc3s2)n1
  i	i	i	i	i	i	9*	1	·	i	-4
COc1ccccc1C(=O)NC(CCSC)C(=O)OC(C)C(=O)NC1CC1 (stereo not drawn)
  i	i	i	i	i	i	i	-13	3	i	-2
COc1cc(-c2noc(C)c2/C=C/c2cccc([N+](=O)[O-])c2)cc(OC)c1OC
  i	i	i	i	i	i	i	-6	4	i	3
CCC(C)NC(=O)C1=C(C)C(=O)OC12CCC(C)CC2 (stereo not drawn)
  i	i	i	i	i	i	i	-10	-1	i	1
O=C1/C(=C/c2ccccc2)CCCc2ccccc21
  i	i	i	i	i	i	i	-12	3	i	3
Cc1nc(SCC(=O)NCc2ccco2)[nH]c(=O)c1C
  i	i	i	i	i	i	i	-8	2	i	8
CCCCNC(=O)c1ccc(S(=O)(=O)c2ccc(Cl)cc2)c(NC(C)=O)c1
  i	i	i	i	i	i	i	2	3	i	1
CC(C)(C)NC(=O)c1ccc2c(c1)N(CC(=O)NC1CCCC1)C(=O)C(C)(C)O2
  i	i	i	i	i	i	i	-7	-5	i	4
CC1(OC(=O)C2CCCC2)C(=O)C=C2C=C(c3ccsc3)N(C3CC3)C=C2C1=O (stereo not drawn)
  i	i	i	i	i	i	i	-7	10	i	1
O=C(CS(=O)(=O)c1ccc(F)cc1)Nc1nnc(-c2ccccc2Cl)o1
  i	i	i	i	i	i	i	-11	12	i	1
CC12CCC(C(=O)n3c1nc1ccccc13)C2(C)C (stereo not drawn)
  i	i	i	i	i	i	i	-6	-6	i	-2
CCCOC(=O)c1cc(-c2ccc(/C=C3/C(=O)N(C)C(=O)C(C#N)=C3C)o2)ccc1Cl
  i	·	i	·	·	i	·	·	10	·	7
COc1ccc(CNc2nc3nc(C)c(Cl)c(C)n3n2)cc1OC
  i	i	i	i	i	i	i	-7	-3	i	-3
CC(O)CNc1nc2sc3c(c2c(=O)n1Cc1ccco1)CCCCC3 (stereo not drawn)
  i	i	i	i	i	i	i	-9	-3	i	-1
Cc1nn(-c2nnc(C)c(=O)[nH]2)c(C)c1SCC(=O)Nc1ccc(C(C)C)cc1
  i	i	i	i	i	i	i	-6	-4	i	1
CCc1cccc(CC)c1NC(=O)COC(=O)C1(c2ccc(Cl)cc2)CCCC1
  i	i	i	i	-7.1*	i	i	-12	-1	i	·
O=C(c1cnc2ccccc2n1)N1CCN(c2ccc(C(F)(F)F)cn2)CC1
  i	i	i	i	i	i	i	-3	·	i	1
Cc1ccc(O)c(N=Nc2ccccc2)n1
  i	i	i	i	i	i	i	-4	3	i	15
COc1cc(/C=N/Nc2nc3c(c(=O)n(C)c(=O)n3C)n2Cc2ccccc2)ccc1OC(=O)c1ccco1
  i	i	i	i	i	i	i	-5	-3	i	6

Remaining list, next part
Sequence of screens: KCNK3 inh	TRPC4 agonist	TMEM16A inh	TRPC4 PAM	KCNK9 inh	TMEM16A act	KCNQ1 pot	hERG protect	Dyrk1A ADPGlo	KCNQ1 inh	HDAC3 inh
COc1ccc(-n2c(Cc3cccn3C)nnc2SCC(=O)Nc2ccc(C(C)=O)cc2)cc1
  i	i	i	i	i	i	i	-4	-3	i	4
CCOc1ccc(CN2CCN(Cc3ccon3)CC2CCO)cc1 (stereo not drawn)
  i	i	i	i	i	i	i	-8	-9	i	1
O=C(NCCCN1CCOCC1)c1cc(Cl)ccc1Cl
  i	i	i	i	i	i	i	-3	·	i	6
Cc1ccc(CCNC(=O)CCSCc2ccc(Cl)cc2)cc1
  i	i	i	i	i	i	i	-4	3	i	2
Cc1cc(C)c2c(CC(=O)NNC(=O)c3ccccc3)coc2c1
  i	i	i	i	i	i	i	-4	4	i	4
Cn1c(O)c(N=NC(=O)c2ccccc2O)c2ccccc21
  i	i	i	i	i	i	i	-11	0	i	3
Cc1cc(/C(N)=N/OC(=O)c2ccccc2Cl)no1
  i	i	i	i	i	i	i	-3	14	i	-1

Two entries from above, as tab-separated lines:
Compound	KCNK3 inh	TRPC4 agonist	TMEM16A inh	TRPC4 PAM	KCNK9 inh	TMEM16A act	KCNQ1 pot	hERG protect	Dyrk1A ADPGlo	KCNQ1 inh	HDAC3 inh
Cc1nn(-c2nnc(C)c(=O)[nH]2)c(C)c1SCC(=O)Nc1ccc(C(C)C)cc1	i	i	i	i	i	i	i	-6	-4	i	1
CCc1cccc(CC)c1NC(=O)COC(=O)C1(c2ccc(Cl)cc2)CCCC1	i	i	i	i	-7.1*	i	i	-12	-1	i	·
